# Screens from PubChem.
# Tat transport – inhibitors of E. coli Tat protein transport. AID 488895. inhibition, % at 10 µM. E. coli MC4100 TorA-mCherry Tat export, fluorescence. actives 0.036% (n = 340,000);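 active = mean replicate inhibition at least 50% and at least half of replicates individually reaching 50%; inconclusive = only one of the two criteria met; inactive = neither criterion met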;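 also: exported cargo escapes ClpAP degradation while cytoplasmic cargo is degraded and loses fluorescence; 0% = median of neutral control wells and 100% = median of NaSCN control wells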
# CDK5 p35 inh – blocks human CDK5/p35 kinase activity; Q00535+Q15078; Recombinant CDK5/p35, ADP-Glo luminescence, 60 min; inhibition, % at 10 µM; actives 0.01% (n = 330,000); AID 488839;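 active = highest replicate inhibition of at least 50% and at least 75% of replicates reaching 50%; inconclusive = only one of the two criteria met; inactive = both criteria failed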;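 also: plate controls were DMSO neutral control for no effect and GW8510 at 10 µM for full effect; many of its hits are not listed in these tables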
# Target sequence (Q00535 whole entry, looked up): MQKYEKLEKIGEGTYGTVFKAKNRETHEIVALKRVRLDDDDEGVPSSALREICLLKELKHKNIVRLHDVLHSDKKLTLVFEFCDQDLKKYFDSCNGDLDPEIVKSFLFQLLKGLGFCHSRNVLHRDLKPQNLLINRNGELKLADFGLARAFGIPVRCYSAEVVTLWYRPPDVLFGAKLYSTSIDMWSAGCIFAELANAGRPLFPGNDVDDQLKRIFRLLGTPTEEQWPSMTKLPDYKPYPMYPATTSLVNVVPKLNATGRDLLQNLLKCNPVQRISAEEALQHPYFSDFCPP
# Target sequence (Q15078 whole entry, looked up): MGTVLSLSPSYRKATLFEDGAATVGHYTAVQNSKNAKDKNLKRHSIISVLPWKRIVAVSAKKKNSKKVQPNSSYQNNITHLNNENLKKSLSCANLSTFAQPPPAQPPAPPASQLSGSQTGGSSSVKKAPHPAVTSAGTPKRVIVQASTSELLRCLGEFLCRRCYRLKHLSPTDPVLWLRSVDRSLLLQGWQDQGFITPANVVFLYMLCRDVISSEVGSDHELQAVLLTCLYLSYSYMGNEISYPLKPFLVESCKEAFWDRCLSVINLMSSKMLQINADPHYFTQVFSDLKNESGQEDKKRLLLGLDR
# dFosB activator – activators of mouse delta FosB homodimer | P13346 | purified delta FosB, TAMRA-CDK5 oligo fluorescence polarization; percent of positive-control signal above neutral wells | activation, % at 25 µM | actives 0.99% (n = 340,000) | AID 493131;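 active = mean activation above about 17%, with every replicate also reaching it, limit read from the data, passing the limit was not always enough; inconclusive = only one of the two conditions met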;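 also: fluorescence polarization rise as delta FosB binds a TAMRA Cdk5 AP-1 oligo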
# Target sequence (P13346 whole entry, looked up): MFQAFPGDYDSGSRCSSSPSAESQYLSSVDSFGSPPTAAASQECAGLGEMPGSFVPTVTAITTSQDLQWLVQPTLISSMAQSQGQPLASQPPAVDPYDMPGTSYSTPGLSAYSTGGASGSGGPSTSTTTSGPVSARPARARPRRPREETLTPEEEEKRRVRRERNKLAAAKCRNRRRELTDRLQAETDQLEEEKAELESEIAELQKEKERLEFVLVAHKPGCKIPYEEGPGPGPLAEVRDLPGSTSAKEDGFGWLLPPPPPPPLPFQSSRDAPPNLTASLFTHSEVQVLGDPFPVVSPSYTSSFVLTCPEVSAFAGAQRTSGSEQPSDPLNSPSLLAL
# CAL PDZ FP-1 – inhibitors of human CAL PDZ peptide binding | actives 0.92% (n = 300,000) | purified CAL PDZ, TMR-peptide fluorescence polarization, 1 h | AID 602252 | Q9HD26 | inhibition, % at 24.9 µM;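 active = mean inhibition of at least 30% with at least half of replicates also reaching 30%; inconclusive = no clear call, values can overlap the other calls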;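 also: 0% = DMSO neutral control and 100% = excess unlabeled competitor peptide PRC23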
# MITF act – increases MITF-driven TRPM1 promoter luciferase signal. SK-MEL-5 TRPM1-promoter luciferase, 24 h; % of positive control, neutral wells = 0. activation, % at 12.5 µM. actives 0.75% (n = 300,000). AID 588334;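 active = mean activation of at least 80% with every replicate also reaching 80%; inconclusive = mean reaches 80% but some replicate falls short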;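 also: 0% = neutral control wells and 100% = parthenolide positive control wells; values of inactives mirror those of a sister screen read the other way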
# Rtt109 HAT inh – inhibitors of Candida albicans Rtt109/Vps75 histone acetyltransferase. Q5AAJ8. purified Rtt109/Vps75, ThioGlo CoA-SH fluorescence, 4 h. inhibition, % at 34.9 µM. actives 0.16% (n = 330,000). AID 540336;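 active = inhibition of at least 50% in every replicate; inconclusive = best replicate reaches 50% inhibition but some replicates fall short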
# V-ATPase pHluor – regulators of yeast V-ATPase proton transport; S. cerevisiae, pHLuorin cytosolic pH fluorescence; response, % at 10 µM; actives 0.37% (n = 350,000); in the data active = response mostly above about 7.3%, no sharp cut-off; inactive = mostly below about 5.4%; also: actives read high; inactives centre near 0; some compounds called inactive have numbers as strong as hits
# cardiac RTF act – increases calcium sensitivity of human cardiac regulated thin filaments; IANBD-labeled TnC RTF fluorescence at EC20 calcium; 0% EC20 calcium, 100% full calcium; actives 0.24% (n = 340,000); activation, % at 7.2 µM;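 active = activation above the mean over all tested compounds plus 3 SD, cut at about 30% in these data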;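 also: rise in fluorescence read as greater calcium sensitivity of cardiac thin filaments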
# Wnt act – activates Wnt/beta-catenin signaling in a reporter cell assay | activator, plate reader | actives 1.2% (n = 300,000) | activation, % at 9.35 µM; in the data active = activation above about 30%, passing the limit was not always enough; inconclusive = no clear call, values can overlap the other calls;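 also: 0% = neutral control wells and 100% = positive control wells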
# CAL PDZ FP-2 – human CAL PDZ-peptide interaction inhibition. Q9HD26. purified CAL PDZ, TMR-peptide fluorescence polarization, 1 h. inhibition, % at 20 µM. actives 0.02% (n = 330,000). AID 504414;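 active = highest replicate inhibition of at least 40%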;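 also: plate controls were DMSO neutral control wells for no effect and unlabeled competitor peptide control wells for full effect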
#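 Material: tagged CAL PDZ protein CerCALP, purified; buffer or medium: sodium phosphate/NaCl buffer pH 7.4 with TCEP, IgG, Thesit; also added: fluorescent TMR peptide probe; schedule: 1 h incubation at room temperature before polarization reading; technique: fluorescence polarization from S- and P-plane intensities, G-factor corrected; control set: unlabelled peptide and DMSO controls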
# Active calls of the source: *; ? = inconclusive; nt = no result given.
# A first look:
SMILES,Tat transport,CDK5 p35 inh,dFosB activator,CAL PDZ FP-1,MITF act,Rtt109 HAT inh,V-ATPase pHluor,cardiac RTF act,Wnt act,CAL PDZ FP-2
CCOC(=O)N1CCN(C(=O)CS(=O)(=O)c2cn(Cc3cccc(F)c3)c3ccccc23)CC1,9,-2.7,-1,-1,-9,2,0,-2,-3,-1.0
CCOC(=O)N1CCN(CC(c2ccccc2)c2ccccc2)CC1,-4,0.9,4,-2,-13,0,-1,-3,1,-1.0
Cc1nn(CC(=O)NCCCN2CC(C)CC(C)C2)c(=O)c2cccn12 (stereo unspecified),1,-0.4,7,-6,6,-6,-3,2,-3,-1.0
CCCCCc1cc(=O)oc2c(C(CCN3CCCCC3)c3ccc4c(c3)OCO4)c(OC)cc(OC)c12 (stereo unspecified),21,2.0,?,-2,-83,23,1,3,-21,0.0
Cc1c(C(=O)Nc2cccc3cccnc23)oc2ccccc12,0,-0.7,-1,-3,25,-6,-1,2,nt,-0.8
CCn1cc2c(c1-c1cccc(C)c1)c(=O)n(C)c(=O)n2C,4,-0.7,-2,0,11,-1,-2,3,nt,nt
CC1CSc2n(-c3cccc(C(F)(F)F)c3)cc(-c3ccccc3)[n+]21 (stereo unspecified),1,-1.3,-4,3,-16,-7,-3,-3,-1,0.1
CCC1=CC(c2ccccc2)n2ncnc2N1 (stereo unspecified),-1,-1.4,-13,-4,-2,-5,14*,6,-2,-0.9
C=CCOc1c(Br)cc(/C=N/Nc2ccc(C(=O)O)cc2)cc1OCC,7,-1.0,-5,-7,105*,9,0,7,10,0.3
O=S(=O)(c1ccc(F)cc1)N1CCCC(c2nc(-c3ccc(F)cc3)no2)C1 (stereo unspecified),-6,-0.2,-6,-2,8,-1,1,4,0,-0.5
CCc1ccc(N2C(=O)C3C(C2=O)N2CCCN2C3c2ccccc2)cc1 (stereo unspecified),-7,-0.8,-7,nt,nt,-4,4,3,2,-0.1
C[C@@H](CN1C(=O)C(=O)NC[C@@H]1Cc1ccc(O)cc1)NC(=O)Cc1ccccc1,-3,-0.1,6,-2,6,7,0,2,-3,0.3
O=C(c1ccc(COc2ccc(Cl)cc2)cc1)N1CCCCC1,10,-1.9,-9,-1,10,nt,-2,3,7,-1.6
CCOC(=O)Cn1c(=O)oc2cc(S(=O)(=O)NCCC(C)C)ccc21,10,1.5,-1,nt,-3,-2,-1,4,-3,-1.5
CCc1ccc(C(=O)C(C)OC(=O)c2cccc(S(=O)(=O)N3CCOCC3)c2)cc1 (stereo unspecified),4,0.6,-1,nt,5,8,1,-13,-1,-0.1
CSc1nnc(-c2ccco2)c(-c2ccco2)n1,0,-0.1,-10,-1,-21,-10,-3,-2,0,-0.2

# The whole of this part, repeating the preview:
SMILES,Tat transport,CDK5 p35 inh,dFosB activator,CAL PDZ FP-1,MITF act,Rtt109 HAT inh,V-ATPase pHluor,cardiac RTF act,Wnt act,CAL PDZ FP-2
CCOC(=O)N1CCN(C(=O)CS(=O)(=O)c2cn(Cc3cccc(F)c3)c3ccccc23)CC1,9,-2.7,-1,-1,-9,2,0,-2,-3,-1.0
CCOC(=O)N1CCN(CC(c2ccccc2)c2ccccc2)CC1,-4,0.9,4,-2,-13,0,-1,-3,1,-1.0
Cc1nn(CC(=O)NCCCN2CC(C)CC(C)C2)c(=O)c2cccn12 (stereo unspecified),1,-0.4,7,-6,6,-6,-3,2,-3,-1.0
CCCCCc1cc(=O)oc2c(C(CCN3CCCCC3)c3ccc4c(c3)OCO4)c(OC)cc(OC)c12 (stereo unspecified),21,2.0,?,-2,-83,23,1,3,-21,0.0
Cc1c(C(=O)Nc2cccc3cccnc23)oc2ccccc12,0,-0.7,-1,-3,25,-6,-1,2,nt,-0.8
CCn1cc2c(c1-c1cccc(C)c1)c(=O)n(C)c(=O)n2C,4,-0.7,-2,0,11,-1,-2,3,nt,nt
CC1CSc2n(-c3cccc(C(F)(F)F)c3)cc(-c3ccccc3)[n+]21 (stereo unspecified),1,-1.3,-4,3,-16,-7,-3,-3,-1,0.1
CCC1=CC(c2ccccc2)n2ncnc2N1 (stereo unspecified),-1,-1.4,-13,-4,-2,-5,14*,6,-2,-0.9
C=CCOc1c(Br)cc(/C=N/Nc2ccc(C(=O)O)cc2)cc1OCC,7,-1.0,-5,-7,105*,9,0,7,10,0.3
O=S(=O)(c1ccc(F)cc1)N1CCCC(c2nc(-c3ccc(F)cc3)no2)C1 (stereo unspecified),-6,-0.2,-6,-2,8,-1,1,4,0,-0.5
CCc1ccc(N2C(=O)C3C(C2=O)N2CCCN2C3c2ccccc2)cc1 (stereo unspecified),-7,-0.8,-7,nt,nt,-4,4,3,2,-0.1
C[C@@H](CN1C(=O)C(=O)NC[C@@H]1Cc1ccc(O)cc1)NC(=O)Cc1ccccc1,-3,-0.1,6,-2,6,7,0,2,-3,0.3
O=C(c1ccc(COc2ccc(Cl)cc2)cc1)N1CCCCC1,10,-1.9,-9,-1,10,nt,-2,3,7,-1.6
CCOC(=O)Cn1c(=O)oc2cc(S(=O)(=O)NCCC(C)C)ccc21,10,1.5,-1,nt,-3,-2,-1,4,-3,-1.5
CCc1ccc(C(=O)C(C)OC(=O)c2cccc(S(=O)(=O)N3CCOCC3)c2)cc1 (stereo unspecified),4,0.6,-1,nt,5,8,1,-13,-1,-0.1
CSc1nnc(-c2ccco2)c(-c2ccco2)n1,0,-0.1,-10,-1,-21,-10,-3,-2,0,-0.2
O=c1[nH]c(CSc2nc3ccccc3o2)nc2c1cnn2-c1ccccc1,1,0.1,1,-2,0,-6,3,-2,nt,-1.0
COc1ccc(CCn2nnnc2C(c2ccccc2)N2CCN(C)CC2)cc1OC (stereo unspecified),-7,-1.0,-3,-1,-4,-7,-1,7,-2,1.7
CCOc1ccc(-c2cnc(NCc3cccc4ccccc34)n2CCOC)cc1,-5,-4.3,8,-1,nt,10,3,3,-1,-0.4
COc1cccc(CNC(=O)C2CCN(Cc3cnn(-c4ccccc4)c3-n3cccc3)CC2)c1,6,0.6,-3,0,5,-3,0,0,nt,-2.0
COc1cccc(N2CCN(C(=S)Nc3cc(C)cc(C)c3)CC2)c1,0,-0.6,-2,8,-7,nt,-3,0,0,-0.4
O=C(NCc1cccnc1)c1cn(CCc2ccccc2)nn1,-6,0.7,7,-1,0,1,11,8,nt,-1.7
CC(CN1CCOCC1)OC(=O)C(c1ccccc1)c1ccccc1 (stereo unspecified),-2,-1.1,-2,2,4,-10,1,1,nt,-4.9
CC[C@H](C)[C@H]1CNC(=S)N1CC1CCN(CCC(C)(C)C)CC1,5,-2.8,7,8,-2,6,-2,-8,-1,-0.3
C/C(=N\NC(=O)Cc1cccn1C)c1cccc2ccccc12,-4,-1.7,-2,-6,0,4,5,-17,nt,-0.8
O=C(NC(=S)N1CCc2ccccc21)c1ccccc1Cl,?,-1.7,1,-3,11,-2,1,10,5,-1.0
COc1ccc(N(CC(=O)Nc2cccc(C)c2)S(=O)(=O)c2ccc(C)cc2)cc1OC,4,0.5,14,1,nt,-2,-2,-4,0,0.1
CC1CCC/C(=N/NC(=O)c2ccccc2-n2cccc2)C1 (stereo unspecified),-1,1.4,-2,-7,-4,-9,0,2,-1,0.4
N/C(=N\O)c1ccccc1N1CCCCC1,3,2.2,0,-5,4,11,0,5,0,0.1
O=C(CCc1ccccc1)N=C1SC2CS(=O)(=O)CC2N1c1ccc(F)cc1 (stereo unspecified),-5,-0.4,-5,3,5,-5,1,-3,-2,0.2
CCCC(=O)C1=C(N2CCCCC2)CC(C)(C)C(C(=O)OC)C1=O (stereo unspecified),-3,-0.9,-2,0,-11,2,0,-3,-1,0.8
Cc1noc(C)c1COC(=O)c1cccc(S(=O)(=O)N2c3ccccc3CC2C)c1 (stereo unspecified),7,0.6,-4,-10,-22,-3,-3,0,nt,nt
COc1ccc(S(N)(=O)=O)cc1C(=O)OCCCC(=O)c1ccccc1,-2,-1.2,-3,-2,15,-1,1,-1,16,-2.3
O=[N+]([O-])c1cccc(/C=N/Nc2cc(Cl)nc(-c3ccccc3)n2)c1,2,3.3,1,nt,-10,-4,4,2,nt,-1.1
Cc1ccc(C(=O)OCc2cc(=O)n3ccsc3n2)s1,-1,-1.6,-18,nt,25,-2,9,-2,-1,-0.5
O=C(CNC(=O)c1ccc2ccccc2c1)NC1CCCCC1,-1,1.7,6,0,11,5,4,-3,13,0.1
CCN1C(Nc2ccccc2)=NC[C@@H]1C,-39,0.1,3,-4,2,2,3,-1,-2,0.3
Cc1cccc(N(Cc2ccccc2)C(=O)c2ccccc2F)c1,12,-0.5,-4,-6,2,0,0,6,-4,-3.9
COc1ccc(C(=O)NN2CCCCC2)cc1OC,-11,-1.1,-2,nt,8,-5,1,2,nt,-2.4
COc1ccc(C2=Nc3cc(C)ccc3OC2)cc1,6,0.4,-10,-3,1,-6,-8,1,nt,-0.4
O=C(NCc1ccccc1)C(=O)NCC1CCCN1S(=O)(=O)c1cccs1 (stereo unspecified),10,-0.7,-7,-1,-9,-3,5,1,-3,-1.1
CC(=O)Nc1ccc(S(=O)(=O)NCCSc2ccccn2)cc1,-6,1.0,5,-1,8,-9,-2,-2,nt,-2.5
CCC1(c2ccccc2)NC(=O)N(CC(=O)NCc2ccncc2)C1=O (stereo unspecified),1,-1.1,-12,-3,-9,0,-2,-1,-2,-0.7
O=C(NCCc1nc2ccccc2[nH]1)c1cc([N+](=O)[O-])cc([N+](=O)[O-])c1,8,1.0,6,-1,-10,1,2,5,-3,-0.1
Cn1c(SCC(=O)NC2CC2)nnc1C(F)(F)F,0,-1.4,1,-2,-3,nt,3,1,0,-3.0
CCCC(=O)Nc1nnc(COC)s1,9,-1.3,-6,nt,nt,-17,1,4,nt,-1.3
CCOP(=O)(OCC)C(Nc1ccccc1)c1cccnc1 (stereo unspecified),-13,0.6,3,1,-6,8,2,-4,-2,-1.0
CN(CC(=O)Nc1c(Cl)cccc1Cl)C(=O)CNC(=O)c1sc2ccccc2c1Cl,-4,0.5,35*,25,nt,-6,1,2,2,0.0
OCC1(Cc2ccccc2)CCN(Cc2cccc(F)c2F)CC1,-9,0.0,2,8,14,-2,0,5,2,-0.1
CC1CN(C(=O)N(C)C)CCN1C(=O)N(C)C (stereo unspecified),-14,-0.3,13,-4,13,1,-1,3,nt,-0.1
Cc1ccc(OCC(=O)N2CCc3ccccc32)cc1,-1,2.3,-8,0,59,-5,2,-3,26,-2.3
Cc1cccc2[nH]c3c(N4CCC5(CC4)OCCO5)ncnc3c12,1,-1.7,-2,nt,-29,-3,-2,2,-9,1.1
